Source: PubChem
Casp6 inh: blocks human caspase-6 cleavage activity; AID 686996; inhibition, % at 12.5 µM; P55212; purified caspase-6, Z-VEID-R110 cleavage fluorescence; 350,000 tested, 0.53% active;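 active means mean inhibition across replicates at least about 35%, with every replicate also reaching that limit, limit read from the data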;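 further: 0% = median of neutral control wells and 100% = no fluorescence left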
Target sequence (P55212 24-179 limits assumed): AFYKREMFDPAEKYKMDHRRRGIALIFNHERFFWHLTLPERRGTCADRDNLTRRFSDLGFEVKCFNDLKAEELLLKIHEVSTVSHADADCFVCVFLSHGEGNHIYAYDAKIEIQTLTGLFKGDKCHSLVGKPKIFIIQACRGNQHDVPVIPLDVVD
Target sequence (P55212 194-293 limits assumed): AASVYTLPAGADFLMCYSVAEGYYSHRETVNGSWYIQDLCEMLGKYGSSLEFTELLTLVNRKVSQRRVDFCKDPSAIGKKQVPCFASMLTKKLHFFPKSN
C2C12 statin: protects C2C12 myotubes from simvastatin toxicity; ATP luminescence, 48 h; scaled: DMSO 0, geranylgeraniol control 100; rescue of ATP level, % at 7.49 µM; 330,000 tested, 0.78% active;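 active means mean ATP rescue above about 67%, or every replicate alone reaching that limit, limit read from the data, passing the limit was not always enough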;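 further: myotubes were challenged with 10 µM simvastatin during compound exposure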
esBAF inh: inhibitors of esBAF chromatin remodeling in mouse ES cells; reporter increase, % at 12.5 µM; 350,000 tested, 2% active; Bmi1-luciferase knock-in reporter, 24 h; 100% = twice the neutral-well signal; AID 602393; in the data active means activation above about 40%;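 further: 0% = median of the plate's neutral control wells and 100% = double that signal; a rise in the Bmi1 reporter signal indicates esBAF inhibition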
SIRT5 inh: sirtuin-5 (human) deacylase inhibition | Q9NXA8 | Purified SirT5, succinyl-peptide AMC, trypsin-coupled fluorescence | inhibition, % at 15 µM | 330,000 tested, 1.1% active; in the data active means inhibition above about 15%
Target sequence (Q9NXA8 whole entry, looked up): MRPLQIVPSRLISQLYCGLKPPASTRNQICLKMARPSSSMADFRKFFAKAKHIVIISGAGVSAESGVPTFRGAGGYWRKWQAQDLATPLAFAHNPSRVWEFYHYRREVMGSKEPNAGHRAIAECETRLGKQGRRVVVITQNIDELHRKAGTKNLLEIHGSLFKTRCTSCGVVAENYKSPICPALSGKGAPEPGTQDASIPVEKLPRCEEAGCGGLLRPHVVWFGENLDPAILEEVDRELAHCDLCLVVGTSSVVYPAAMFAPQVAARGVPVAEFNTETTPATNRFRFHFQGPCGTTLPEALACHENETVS
LGR2 antag: Drosophila LGR2 receptor signaling inhibition; HEK293 LGR2, CRE-luciferase, bursicon-stimulated, 4 h; inhibition, % at 9.99 µM; 380,000 tested, 0.35% active; AID 720647;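 active means drop in luminescence signal, shown as inhibition above about 50% in the replicate tests, limit read from the data, passing the limit was not always enough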;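 further: agonist challenge used bursicon conditioned medium at about half maximal strength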
S100A4 inh HTS: blocks human S100A4 binding to myosin IIA peptide; P26447; S100A4/TAMRA-MyoIIA peptide fluorescence polarization; inhibition, % at 10.7 µM; 360,000 tested, 0.14% active; AID 652163;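 active means mean inhibition of at least 70% across replicates, with every replicate also reaching that level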
Target sequence (P26447 whole entry, looked up): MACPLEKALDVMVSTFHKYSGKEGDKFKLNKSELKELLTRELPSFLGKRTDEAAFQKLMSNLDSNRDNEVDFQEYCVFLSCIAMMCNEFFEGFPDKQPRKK
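Test system: S100A4 monomer protein; Medium: HEPES pH 7.2 with CaCl2, KCl, NaCl, DTT, Triton; Probe or stimulus: TAMRA-labelled myosin IIA heavy-chain peptide probe, 5 nM; Doses: one dose per compound; Times: polarization read 5 min after assay mix addition, stable 5–60 min; Benchmarks: neutral control DMSO, positive control TFP.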
FN deposit inh: fibronectin deposition inhibition | AID 743247 | 350,000 tested, 0.086% active | inhibition, % at 12.6 µM | AH1F fibroblasts, Alexa488-fibronectin deposition fluorescence, overnight;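 active means mean inhibition across replicates of 30% or more, regardless of how many single replicates reach that level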;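 further: positive control wells lacked labelled fibronectin entirely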
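Assay system: AH1F fibroblast monolayer, labelled fibronectin deposition. Amount: 10000 cells per well. Also added: labelled fibronectin 24 nM. Compound: single-point pinned compound. Incubation: cell attachment 1 h, compound and FN exposure overnight. Detection: fluorescence after three HBSS washes, excitation 485 nm, emission 525 nm. Read-out: inhibition of fibronectin deposition signal.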
An asterisk follows results filed as active; . = no result given; & = joins results of further samples.

Second line of a record – Casp6 inh	C2C12 statin	esBAF inh	SIRT5 inh	LGR2 antag	S100A4 inh HTS	FN deposit inh
O=C(Nc1ccccc1N1CCOCC1)c1cccnc1Cl
    -1	.	.	-3	-2	-13	4
O=C(c1ccc([N+](=O)[O-])cc1)N1CCSC1c1ccc(Cl)cc1 (stereo not drawn)
    3	.	.	2	15	1	2
O=C(c1ccc(F)cc1)N1CCCCN2[C@@H](CO)[C@@H](c3ccc(-c4ccccc4)cc3)[C@@H]2C1
    1	.	.	13	15	24	.
COc1ccc(OC(F)(F)F)cc1CC1(C)C(=O)Nc2ccc(S(=O)(=O)NC3CCCCC3)cc21 (stereo not drawn)
    -1	36	6	-1	1	-2	-9
Cc1ccc(S(=O)(=O)N[C@H]2CCC[C@@H]2O)cc1
    -1	.	.	-2	4	-3	4
COc1ccc(CN(C)C[C@H]2Oc3ccc(NC(=O)CCN4CCOCC4)cc3CC(=O)N([C@@H](C)CO)C[C@@H]2C)cc1
    2	-4	3	4	-1	14	.
Cc1c(C(=O)OCC(=O)Nc2ccc(S(N)(=O)=O)cc2)oc2c1ccc1ccccc12
    -2	3	-3	-1	-9	-2	.
COC(=O)C[C@H]1C=C[C@@H](NC(=O)NC2CCCCC2)[C@@H](CO)O1
    0	.	.	.	-3	3	4
CCN(CC(=O)Nc1ccccc1C(F)(F)F)C(=O)Cc1cccs1
    2	-6	3	-2	4	-2	4
CCOC(=O)c1c(CN(C)C)n(-c2ccccc2)c2cc(Br)c(OC)cc12
    1	.	.	0	.	-6	-8
O=C(CCN1CCN2CCCC2C1)N1c2ccccc2Sc2ccc(Cl)cc21 (stereo not drawn)
    -5	14	-3	0	4	-5	-4
FC(F)(F)c1ccccc1Cc1c(-c2ccc(Cl)cc2)nc2ccc(Br)cn12
    5	-9	42*	1	-47	0	0
O=C(c1ccc(Br)cc1)N1CCC(C(=O)N2CCN(c3ccccc3)CC2)CC1
    2	.	.	1	-5	-1	-6
Cc1ccccc1CS(=O)(=O)Cc1ccc(C(=O)NCc2ccccn2)o1
    .	11	3	.	-24	.	.
Cn1nc(Cc2cccc3ccccc23)c(C#N)c1N
    -2	4	3	.	-2	0	-9
O=C1NC2(CCCCC2)N=C1c1ccc(F)cc1
    .	12	1	.	9	.	-4
CC(=O)N1[C@H](CN(C(=O)c2ccccc2)C(C)C)[C@@H](c2ccccc2)[C@@H]1CO
    -4	-5	-1	1	-5	10	.
O=C(Nc1ccccc1N1CCOCC1)c1cccc(S(=O)(=O)Nc2ccccc2F)c1
    3	-15	-3	-3	4	-8	0
CCCCOc1ccc(C(=O)Oc2ccc(C)nc2)cc1
    1	.	-8	-2	2	0	.
CCn1c(CSCc2ccc(C)cc2)n[nH]c1=S
    5	22	8	-9	.	20	15

Ordered by SMILES length (lowest first): part of the list above.
Second line of a record – Casp6 inh	C2C12 statin	esBAF inh	SIRT5 inh	LGR2 antag	S100A4 inh HTS	FN deposit inh
Cn1nc(Cc2cccc3ccccc23)c(C#N)c1N
    -2	4	3	.	-2	0	-9
Cc1ccc(S(=O)(=O)N[C@H]2CCC[C@@H]2O)cc1
    -1	.	.	-2	4	-3	4
O=C(c1ccc([N+](=O)[O-])cc1)N1CCSC1c1ccc(Cl)cc1 (stereo not drawn)
    3	.	.	2	15	1	2

(further entries)
Second line of a record – Casp6 inh	C2C12 statin	esBAF inh	SIRT5 inh	LGR2 antag	S100A4 inh HTS	FN deposit inh
COCCN(C(=O)CSc1nn(-c2ccc(F)cc2)c(=S)s1)c1c(N)n(CC(C)C)c(=O)[nH]c1=O
    9	2	3	-1	2	3	6
COc1cc(NC(=O)COC(=O)/C=C/c2ccc(OC)c(OC)c2)cc(OC)c1
    9	-6	2	1	-1	0	3
CCOCCCNc1ccc(N2C(=O)CCCC2=O)cc1[N+](=O)[O-]
    0	4	-10	-2	18	-2	-3
O=C(C[C@@H]1CC[C@@H]2[C@H](COC[C@H](O)CN2Cc2cccc(-c3ccncc3)c2)O1)N1CCCCC1
    1	-12	-21	-2	19	-3	1
COc1ccccc1CN(C)C(=O)CN1CCN(S(=O)(=O)c2ccc3c(c2)OCCCO3)CC1
    -1	3	-5	-1	-5	13	0
Cc1ccc(-n2nnc(-c3cc4ccccc4n3C)n2)cc1
    0	15	58*	.	-70	-3	9
C[C@@H]1Cc2[nH][nH]c(=O)c2[C@H](C)O1
    2	.	.	0	-9	1	3
CCCc1nc2ccc(C)cn2c1Cc1ccccc1
    1	6	51*	-1	-65	-7	-6
O=C(Cc1ccccc1)NNC(=S)NC(=O)c1cccnc1
    -1	.	.	-1	2	-10	-6
C[C@]12CC[C@@H]3c4ccc(O[C@@H]5O[C@H](C(=O)O)[C@@H](O)[C@H](O)[C@H]5O)cc4CC[C@H]3[C@@H]1C[C@@H](O)[C@@H]2O
    0	4	-3	1	-13	-1	-14
O=[N+]([O-])c1cccc(N/N=C/c2cccc(O)c2O)c1
    9	.	.	2	-43	-4	6
COCCn1c(SC2CCOC2=O)nc2ccccc2c1=O (stereo not drawn)
    -1	.	.	.	6	-4	5
COc1ccc(NC(=O)N(C)C[C@@H]2Oc3ccc(NC(=O)Nc4ccc5c(c4)OCO5)cc3C(=O)N([C@@H](C)CO)C[C@H]2C)cc1
    0	-74	2	.	-1	-24	.
O=C(N/N=C/C(Br)=C\c1ccccc1)c1ccco1
    2	.	.	3	.	-5	12
CCC(C(=O)NCCCN1CCN(CC)CC1)n1nc(C)n2c(cc3occc32)c1=O (stereo not drawn)
    -34	7	2	1	7	-3	-17
CC(C)(C)NCC(O)c1cc(O)cc(O)c1 (stereo not drawn)
    -4	6	-1	0	-15	2&13	1&7
Cc1cccc(N2CCN(S(=O)(=O)c3ccc4c(c3)CC(=O)N4C)CC2)c1C
    5	-8	4	2	10	-1	-5
Cc1ccc(NC(=O)CCc2ccccc2)cc1S(=O)(=O)N1CCOCC1
    -3	-7	7	-1	-2	-5	10
NC(=O)c1ccsc1NC(=O)COC(=O)CCc1ccccc1
    4	4	-3	0	.	-1	-4
C[C@H](NC(=O)c1ccco1)C(=O)Nc1nnc(SCc2ccccc2)s1
    11	-4	-4	2	15	-1	-1

New compounds follow
Compound | Casp6 inh | C2C12 statin | esBAF inh | SIRT5 inh | LGR2 antag | S100A4 inh HTS | FN deposit inh
O=C(NCc1nc(-c2ccccc2)cs1)c1ccccc1 | 2 | 1 | 28 | 0 | -6 | -2 | -4
COc1ccc(-c2nc(C#N)c(NCC3CCCO3)o2)cc1OC (stereo not drawn) | . | 8 | 35 | . | -21 | . | -8
COC(=O)c1ccc(-c2noc(CN3CCCC(CNC(C)=O)C3)n2)cc1 (stereo not drawn) | -8 | -4 | -7 | 35* | 4 | 2 | -1
O=C(NCCN1CCC(n2c(=O)[nH]c3ccccc32)CC1)c1ccccc1C(F)(F)F | -3 | . | . | -4 | -1 | -5 | -7
C[C@H]1CN([C@@H](C)CO)C(=O)Cc2cc(N(C)C)ccc2O[C@H]1CN(C)S(=O)(=O)c1cccs1 | . | -5 | -2 | -3 | 6 | -4 | -3
COc1cccc(NC(=O)C2CCN(c3ncccn3)CC2)c1 | . | 2 | -2 | . | . | . | 13
CCOc1ccccc1CNCc1ccc(F)cc1 | -1 | . | . | 4 | 4 | 5 | 0
COC(C(=O)Nc1ccnn1C1CCN(Cc2ccc(CO)o2)CC1)c1ccccc1 (stereo not drawn) | 1 | 9 | -6 | -5 | -11 | -4 | -6
CC(C)(C)c1ccc(-c2cnco2)cc1 | 1 | 10 | -6 | 0 | -5 | -1 | .
CCC(Oc1ccccc1)C(=O)Nc1nc2ccccc2[nH]1 (stereo not drawn) | . | 3 | 53* | . | . | . | -2
O=C(c1cccc(N2C(=O)C3C4C=CC(C4)C3C2=O)c1)N1CCN(c2ccccc2)CC1 (stereo not drawn) | 0 | . | . | . | 17 | -3 | .
COc1ccc(NC(=O)N(C)C[C@@H]2Oc3ncc(C#CCC(C)C)cc3C(=O)N([C@@H](C)CO)C[C@H]2C)cc1 | 0 | . | . | 3 | 7 | -8 | -8
C[C@H](CO)N1C[C@H](C)[C@@H](CN(C)C(=O)Nc2cccc3ccccc23)OCCCC[C@H](C)Oc2ccc(NS(=O)(=O)c3ccc(F)cc3)cc2C1=O | 0 | . | -4 | 13 | 17 | -4 | 3
CN1[C@@H]2Cn3c(ccc(C4=CCCC4)c3=O)[C@H]1[C@@H](C(=O)N1CCCCC1)[C@@H]2CO | -3 | 9 | -4 | -12 | 3 | 6 | .
Cc1nn(-c2ccccc2)nc1C(=O)NNC(=O)c1ccc(C(F)(F)F)cc1 | 0 | -18 | -5 | . | 8 | -2 | 2
Cc1ccc(-n2cc(CNCCc3cscn3)c(-c3ccc(F)cc3)n2)cc1 | -4 | . | . | -3 | -28 | -2 | 1
COc1ccc(C(=O)OCN2C(=O)c3ccccc3C2=O)cc1 | 3 | . | . | -1 | 29 | -1 | -1
O=C1NC2(CCCCC2)CO1 | -2 | 3 | -1 | -2 | 7 | -2 | 7
COc1ccc(CCN(C(=O)c2ccco2)C(C(=O)NC2CCCC2)c2ccncc2)cc1OC (stereo not drawn) | 1 | 0 | -5 | -1 | -3 | -16 | .
O=C(O)Cn1cc(/C=c2/sc3nc4ccccc4n3c2=O)c2ccccc21 | 3 | . | . | 1 | -148 | -11 | 7
CCN1CCN(CC(=O)Nc2ccc3c(c2)OCCO3)C(=O)C1=O | 2 | 0 | -6 | 3 | -2 | 3 | -2
O=C(N[C@H]1C=C[C@H](CC(=O)N2CCCCC2)O[C@@H]1CO)c1ccc2c(c1)OCO2 | 1 | -9 | 1 | -2 | 0 | 15 | -8
O=c1[nH]c(CSc2nc3ccccc3s2)nc2cc(Cl)ccc12 | -2 | . | . | -1 | -32 | -5 | 2
O=C(Cn1nnc(-c2ccc(F)cc2)n1)Nc1cccc(S(=O)(=O)N2CCCC2)c1 | 1 | -11 | -5 | -4 | 11 | -13 | -1
CC(C)(C)C(=O)N(Cc1ccc(Cl)cc1)c1cnccn1 | -6 | -4 | 9 | -2 | -3 | -2 | -1
O=C(c1ccco1)N1CCN(C(=O)c2cc3cc([N+](=O)[O-])ccc3oc2=O)CC1 | 1 | . | . | 1 | -6 | -2 | -5
O=C(CN1CCN(c2ccccc2O)CC1)NC(=O)NCc1ccccc1 | -2 | 5 | 8 | 2 | 8 | 0 | 1
Cc1cc(C)nc(NC2=NCCN2C(=S)Nc2c(C)cccc2C)n1 | 1 | -6 | -8 | . | 0 | 6 | 7
CC(NC(=O)Cc1ccsc1)c1ccc(S(N)(=O)=O)cc1 (stereo not drawn) | . | -3 | -8 | . | 14 | . | .

4 entries from above, with each value named.
O=C(CCN1CCN2CCCC2C1)N1c2ccccc2Sc2ccc(Cl)cc21 (stereo not drawn)
  Casp6 inh: -5 | C2C12 statin: 14 | esBAF inh: -3 | SIRT5 inh: 0 | LGR2 antag: 4 | S100A4 inh HTS: -5 | FN deposit inh: -4

Cc1ccc(S(=O)(=O)N[C@H]2CCC[C@@H]2O)cc1
  Casp6 inh: -1 | C2C12 statin: . | esBAF inh: . | SIRT5 inh: -2 | LGR2 antag: 4 | S100A4 inh HTS: -3 | FN deposit inh: 4

O=[N+]([O-])c1cccc(N/N=C/c2cccc(O)c2O)c1
  Casp6 inh: 9 | C2C12 statin: . | esBAF inh: . | SIRT5 inh: 2 | LGR2 antag: -43 | S100A4 inh HTS: -4 | FN deposit inh: 6

O=C(N/N=C/C(Br)=C\c1ccccc1)c1ccco1
  Casp6 inh: 2 | C2C12 statin: . | esBAF inh: . | SIRT5 inh: 3 | LGR2 antag: . | S100A4 inh HTS: -5 | FN deposit inh: 12

A portion of the library, so the mix of outcomes need not match the whole.
